Compound activity deposited in PubChem by Sanford-Burnham Center for Chemical Genomics.
CBFb-SMMHC binding: inhibitors of RUNX1 Runt–CBFb-SMMHC binding, biochemical, TR-FRET (AID 1438); TR-FRET Runt domain–CBFb-SMMHC binding, biochemical; higher % means a stronger effect; one-dose inhibition, % at 20 µM; IC50 in µM for titrated hits; actives 2% (n = 2,200); in the data active = inhibition from about 52%, or a potency from the dose series; inactive = the rest, 99 in 100 with inhibition below about 48%
Starred values were filed as active, the others as inactive.

compound,CBFb-SMMHC binding
Nc1c(C(=O)NCCN2CCOCC2)c2nc3ccccc3nc2n1Cc1ccccc1,-12%
O=C(CC1Sc2ccccc2NC1=O)OCc1cc(=O)oc2cc(O)ccc12 (stereo not drawn),20µM*
CCOC(=O)C1=C(Cc2ccc(Cl)cc2)C(=O)c2ccccc2C1=O,44µM*
CCCCn1c(O)c(/C=N/NC(=O)c2ccncc2)c(=O)[nH]c1=S,-9%
CCOCCCn1c(N)c(C(=O)Nc2sc3c(c2C(=O)OC)CCCC3)c2nc3ccccc3nc21,32%
CCOC(=O)c1c(N)n(CCCOC(=O)c2ccco2)c2nc3ccccc3nc12,25%

Reformatted: results already given
> CCOC(=O)C1=C(Cc2ccc(Cl)cc2)C(=O)c2ccccc2C1=O
  CBFb-SMMHC binding: 44µM*

> CCCCn1c(O)c(/C=N/NC(=O)c2ccncc2)c(=O)[nH]c1=S
  CBFb-SMMHC binding: -9%

> CCOCCCn1c(N)c(C(=O)Nc2sc3c(c2C(=O)OC)CCCC3)c2nc3ccccc3nc21
  CBFb-SMMHC binding: 32%

Some of the compounds tested (hit frequency here may not be typical).
